PRMT1 FP inh: PRMT1 (human) inhibition, primary screen | inhibition, % at 2.79 µM | recombinant PRMT1, activity-based probe fluorescence polarization | AID 652257 | hit rate 1.3% among 370,000 | Q99873;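 active = inhibition above about 21% made by adding two undisclosed values, limit read from the data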
SIAE inh: human SIAE inhibition, primary screen; inhibition, % at 9.66 µM; SIAE FP-Rh probe binding, fluorescence polarization; AID 1053197; Q9HAT2; hit rate 0.69% among 370,000;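 active = inhibition above a cutoff: mean of compounds within the control limits plus 3 SD of those, cut at about 17% in these data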;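 note: 0% = plate median of compound wells and 100% = probe without SIAE protein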
HTRA1 inhibitor: HTRA1 (human) protease inhibition | Q92743 | recombinant HTRA1, FP-rhodamine activity-based probe, fluorescence polarization | inhibition, % at 5.96 µM | hit rate 0.5% among 340,000; in the data active = inhibition above about 36%;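 note: 0% = enzyme with DMSO and 100% = wells lacking enzyme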
LEDGF integ inh: blocks HIV-1 LEDGF/p75-dependent DNA integration; TR-FRET IN-LEDGF/p75 DNA integration, Eu/Cy5; AID 743269; inhibition, % at 3.7 µM; hit rate 0.64% among 370,000;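 active = inhibition above the screen-wide mean plus 3 SD, cut at about 13% in these data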;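 note: signal is the Cy5 over europium emission ratio at 671 and 618 nm; 0% = plate median of compound wells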
TCR CD3 inh: inhibitors of human TCR-CD3 interaction; inhibition, % at 9.4 µM; hit rate 0.37% among 360,000; TAMRA-labeled TCR probe fluorescence, biochemical; AID 651800; in the data active = inhibition above about 19%;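 note: recombinant mutant TCR 2C K166C tagged with TAMRA read by polarization; 0% = receptor in buffer alone and 100% = receptor with positive control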
UHRF1 MBD2 ctr: human UHRF1 methylated DNA binding inhibitors; UHRF1 binding to methylated oligo, TR-FRET; inhibition, % at 4.4 µM; hit rate 0.75% among 370,000; in the data active = inhibition above about 21%;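 note: UHRF1 SRA domain binding a hemimethylated CpG hairpin DNA probe; 0% = median of test compound wells and 100% = reference inhibitor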
PG9 binder: PG9 antibody binding by small molecule. TR-FRET gp120-PG9 antibody binding. inhibition, % at 6.7 µM. hit rate 0.43% among 360,000. AID 624416; in the data active = inhibition above about 8.5%
TDP2 absorb: blocks human TDP2 phosphodiesterase activity; inhibition, % at 12.8 µM; recombinant TDP2, T5PNP hydrolysis, p-nitrophenol absorbance 415 nm; AID 720702; hit rate 0.34% among 370,000;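 active = inhibition above the mean of all tested compounds plus 3 SD, set per campaign, cut at about 25% in these data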;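 note: 0% = DMSO with enzyme and 100% = buffer with substrate but no TDP2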
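Assay system: recombinant human TDP2 / Reagent: T5PNP substrate at 5 mM, a TopII-DNA adduct mimic / Measured by: epi absorbance from released p-nitrophenol / Evaluation: % inhibition relative to enzyme-containing and enzyme-free wells / Control set: enzyme-free and DMSO wells / Replicates: each compound tested once, singlicate / Schedule: enzyme reaction with compound for 2 h at 37 °C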
DDE Tn7 FP inh: disrupts Tn7 cyclic peptide binding to fibrin D-Dimer-E complex | hit rate 0.13% among 370,000 | AID 720508 | P02675 | FP displacement of FITC-Tn7 peptide from fibrin DD(E); 0% = median of compound wells per plate | inhibition, % at 8.3 µM;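 active = inhibition above the mean of compounds falling within the control limits plus 3 SD of them, cut at about 14% in these data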;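 note: 0% = plate median of compound wells and 100% = 10 µM Aha-Tn7 peptide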
Target sequence (P02675 whole entry, looked up): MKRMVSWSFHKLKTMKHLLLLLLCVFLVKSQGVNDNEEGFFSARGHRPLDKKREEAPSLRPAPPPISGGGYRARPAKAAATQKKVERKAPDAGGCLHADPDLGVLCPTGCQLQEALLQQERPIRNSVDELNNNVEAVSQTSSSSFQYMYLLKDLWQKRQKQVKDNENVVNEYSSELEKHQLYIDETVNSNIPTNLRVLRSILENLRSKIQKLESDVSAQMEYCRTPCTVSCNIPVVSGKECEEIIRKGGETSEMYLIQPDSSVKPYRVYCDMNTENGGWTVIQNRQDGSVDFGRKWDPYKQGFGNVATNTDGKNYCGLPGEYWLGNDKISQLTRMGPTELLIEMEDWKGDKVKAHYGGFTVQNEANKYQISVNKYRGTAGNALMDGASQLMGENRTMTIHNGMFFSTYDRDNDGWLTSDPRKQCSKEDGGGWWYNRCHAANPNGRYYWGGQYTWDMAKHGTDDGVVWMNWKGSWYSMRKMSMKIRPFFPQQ
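Test system – human fibrin DD(E) · Times – 10 min preincubation, 3 h with tracer, room temperature · Detection – fluorescence polarization of the labelled Tn7 tracer · Measure – percent inhibition normalized to high-control wells · Benchmarks – high control wells with 10 µM unlabelled Aha-Tn7 peptide (full inhibition) · Repeats – singlicate testing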
mABHD4 FP: inhibits mouse alpha/beta hydrolase domain 4; Q8VD66; purified mABHD4, FP-Rh probe fluorescence polarization; inhibition, % at 8.92 µM; hit rate 0.54% among 370,000;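 active = inhibition exceeding the mean over every tested compound plus 3 SD, cut at about 30% in these data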;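 note: 0% = plate median of compound wells and 100% = S159A mutant with DMSO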
Target sequence (Q8VD66 whole entry, looked up, the tested form may be a part): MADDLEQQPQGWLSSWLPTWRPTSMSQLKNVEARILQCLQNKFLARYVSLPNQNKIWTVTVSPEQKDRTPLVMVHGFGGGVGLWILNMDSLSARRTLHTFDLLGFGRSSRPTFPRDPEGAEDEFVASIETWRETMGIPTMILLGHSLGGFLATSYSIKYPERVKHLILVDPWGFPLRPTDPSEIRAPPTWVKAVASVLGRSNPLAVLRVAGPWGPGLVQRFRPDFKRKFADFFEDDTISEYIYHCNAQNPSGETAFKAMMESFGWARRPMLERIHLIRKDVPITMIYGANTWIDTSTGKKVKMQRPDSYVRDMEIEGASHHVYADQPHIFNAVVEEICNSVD
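Assay system: mouse ABHD4 enzyme, wild type / Also added: fluorescent activity-based probe FP-Rh / Doses: single nominal dose of 8.92 µM, 0.89% DMSO final / Timing: 45 min compound pre-incubation plus 60 min probe step, 25 °C / Signal: FP readout, ex 525 nm / em 598 nm / Control set: S159A mutant/DMSO as 100%, compound-well median as 0%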
* hit, by the source's call.

SMILES | PRMT1 FP inh | SIAE inh | HTRA1 inhibitor | LEDGF integ inh | TCR CD3 inh | UHRF1 MBD2 ctr | PG9 binder | TDP2 absorb | DDE Tn7 FP inh | mABHD4 FP
CC(=O)Nc1ccc(N2C(=O)CC(Sc3nc4ccccc4s3)C2=O)cc1 (centres undefined) | 16.4 | 3.4 | -3.5 | 0.7 | -0.9 | 2.9 | 0.5 | 5.5 | 5.8 | -4.0
CC(C)(C)CC(C)(C)NC(=S)Nc1ccc(S(=O)(=O)N2CCOCC2)cc1 | -0.6 | -6.0 | -21.0 | -1.2 | 9.9 | 0.2 | -2.6 | 6.5 | 2.4 | -12.7
O=c1c2cc(NC(=S)NCCCN3CCC(Cc4ccccc4)CC3)ccc2nc2n1CCCCC2 | -3.8 | 8.2 | -4.9 | 4.4 | 1.1 | -1.4 | -1.5 | -12.5 | -3.9 | 6.7
CCOC(=O)CCCCC(=O)c1[nH]c(=O)[nH]c1CSc1nc2ccccc2[nH]1 | 1.6 | 2.7 | 22.0 | 7.0 | -0.4 | -1.3 | -3.7 | 7.3 | 1.0 | 5.7
O=S(=O)(c1cccc(Br)c1)N1CCN(C(=S)NCC2CCCO2)CC1 (centres undefined) | -0.6 | -12.1 | -10.0 | 4.3 | 0.3 | 2.3 | -2.4 | -6.0 | -9.2 | -5.3
COc1ccccc1NC(=O)CCc1nc(-c2ccccc2F)no1 | -3.0 | 0.4 | -4.8 | 3.7 | 0.2 | -1.9 | -0.1 | -0.3 | 4.0 | 0.0
Cc1ccnc(NS(=O)(=O)c2ccc(CC(C)C)cc2)c1 | 0.1 | 3.9 | -2.5 | -0.2 | -1.5 | 4.0 | 0.7 | 0.2 | 5.8 | 11.1
COC(=O)c1ccc(Cn2nnc3ccccc3c2=O)o1 | 4.2 | -0.4 | 9.1 | -4.7 | 3.3 | -0.3 | -0.9 | -11.4 | -0.4 | 3.5
COC(=O)C1=C(C)NC(=O)NC1c1ccc(-c2ccc(F)cc2)o1 (centres undefined) | 4.2 | -0.2 | -4.2 | 0.5 | -0.3 | -1.0 | -0.7 | 10.2 | 0.2 | 2.1
Cc1cccc(C(=O)N[C@H](C(=O)Nc2ccc3c(c2)OCO3)C(C)C)c1 | 1.1 | -0.3 | 0.7 | -3.3 | 6.7 | -2.5 | 1.1 | -6.9 | 3.3 | 1.9
CCN(CC)S(=O)(=O)c1cccc(NC(=O)CN2C(=O)NC3(CCC(C)CC3)C2=O)c1 (centres undefined) | -0.2 | -3.7 | 0.4 | -3.4 | -2.9 | 1.9 | 1.6 | 0.2 | -2.2 | 3.8
CC(C)OCCCNS(=O)(=O)c1ccc2c(c1)OCCO2 | -0.6 | 0.9 | 3.9 | 0.1 | 2.9 | -0.5 | -0.8 | 3.8 | 1.0 | 7.9
COc1cc(NS(=O)(=O)c2ccc(NC(=S)NC(=O)c3sc4cc(F)ccc4c3Cl)cc2)nc(OC)n1 | 7.4 | -13.7 | -48.3 | 1.9 | -0.7 | 0.7 | 3.5 | 17.6 | 0.6 | -4.4
O=c1c2ccccc2cnn1CCOc1ccccc1 | -2.9 | 5.2 | 8.9 | 0.5 | -2.4 | 0.7 | 0.1 | -0.4 | 4.8 | -2.9
COc1c(Cl)cc(Cl)cc1C(=O)Nc1ccc(NC(C)=O)cc1 | 0.2 | -1.1 | -13.8 | -1.9 | -11.7 | 2.4 | 0.4 | -6.6 | 2.6 | -5.2
O=C(NNC(=O)c1cnccc1C(F)(F)F)c1ccc(Cl)cc1 | -2.7 | -3.5 | 2.4 | -3.4 | -3.7 | -1.1 | 0.7 | -3.6 | 8.6 | -2.3
CC(C)CCNC(=O)c1onc(CSc2nc3ccccc3[nH]2)c1C(=O)NCCC(C)C | -2.3 | -2.3 | -4.5 | 2.9 | 4.3 | 1.5 | -1.3 | -3.0 | 1.3 | -2.5
CS(=O)(=O)N1CCN(c2nc(-c3ccc(F)cc3)cs2)CC1 | 1.4 | 5.0 | 3.5 | 2.9 | 6.6 | -1.8 | 0.0 | 7.8 | 0.6 | -12.5
COc1ccc(S(=O)(=O)N2CCCC2CNC(=O)C(=O)NCc2ccccc2Cl)cc1 (centres undefined) | 3.3 | 4.0 | -1.5 | -1.5 | -3.2 | 4.1 | 0.4 | 3.8 | 8.9 | -9.2
CCCCCCCn1c2c(c(=N)c3ccccc31)CCC2 | -4.7 | 5.8 | 5.5 | 6.7 | -1.9 | -4.3 | -1.9 | 2.0 | -7.2 | 7.7
C=CCSc1nc(C)c(CCCC)c(=O)[nH]1 | 5.9 | -0.1 | -9.4 | 0.3 | -1.7 | 2.1 | 1.6 | 0.0 | 0.6 | 0.8
CC(C)CCOc1cccc(C2c3c(oc4ccccc4c3=O)C(=O)N2CCCN2CCOCC2)c1 (centres undefined) | 1.8 | -5.9 | -5.2 | -3.0 | 0.2 | 0.3 | -1.7 | 2.7 | -4.4 | 0.5
CCCNc1nc(=S)n(-c2ccccc2)c(C)c1C(C)=O | 17.2 | 9.3 | -6.0 | -1.6 | 2.2 | 4.6 | -1.1 | 5.1 | 2.8 | 4.2
CC(Sc1nc(NCc2ccccc2)nc(N(C)C)n1)C(=O)Nc1ccccc1 (centres undefined) | -4.3 | -9.1 | -24.1 | -1.4 | 1.2 | 0.7 | 0.9 | -1.4 | 2.3 | -19.6
CCCCN(C1CCS(=O)(=O)C1)S(=O)(=O)c1ccc(OC)cc1 (centres undefined) | -1.8 | -1.9 | -3.5 | -4.0 | -3.1 | -0.5 | 0.1 | 7.1 | 4.2 | 1.8
COc1ccc(S(=O)(=O)N2CCOC2CNC(=O)C(=O)NCc2ccco2)cc1 (centres undefined) | 3.5 | 4.1 | -4.9 | -1.8 | -4.5 | 1.0 | 0.6 | -3.7 | 0.7 | -5.1
Cc1cc(C)cc(NC(=O)CSCc2cc(=O)n3ccsc3n2)c1 | 9.3 | 8.0 | -3.9 | 3.9 | -4.0 | 3.4 | 2.0 | -9.2 | 1.8 | -3.7
COc1ccc(CN2C(=O)c3cccnc3C2=O)cc1S(=O)(=O)N1CCOc2ccc(Cl)cc21 | 1.9 | -1.8 | -8.1 | -1.3 | 4.6 | -1.3 | -1.1 | -1.0 | -0.5 | 5.3
O=C(NCc1cccc(Cl)c1)C1CCCN(c2ncnc3c2nc2n3CCCCC2)C1 (centres undefined) | -3.0 | 2.2 | -3.6 | -4.9 | 2.7 | -1.4 | -1.1 | -4.0 | 6.1 | 0.6
CCCCn1c(N)c(N(CCOC)C(=O)c2c(CC)noc2C)c(=O)[nH]c1=O | -0.4 | -5.0 | 5.6 | 4.5 | 5.3 | 2.0 | -0.9 | 2.7 | -2.7 | 7.7

Entries above that have a furan ring, fused or not (3):
SMILES | PRMT1 FP inh | SIAE inh | HTRA1 inhibitor | LEDGF integ inh | TCR CD3 inh | UHRF1 MBD2 ctr | PG9 binder | TDP2 absorb | DDE Tn7 FP inh | mABHD4 FP
COC(=O)c1ccc(Cn2nnc3ccccc3c2=O)o1 | 4.2 | -0.4 | 9.1 | -4.7 | 3.3 | -0.3 | -0.9 | -11.4 | -0.4 | 3.5
COC(=O)C1=C(C)NC(=O)NC1c1ccc(-c2ccc(F)cc2)o1 (centres undefined) | 4.2 | -0.2 | -4.2 | 0.5 | -0.3 | -1.0 | -0.7 | 10.2 | 0.2 | 2.1
COc1ccc(S(=O)(=O)N2CCOC2CNC(=O)C(=O)NCc2ccco2)cc1 (centres undefined) | 3.5 | 4.1 | -4.9 | -1.8 | -4.5 | 1.0 | 0.6 | -3.7 | 0.7 | -5.1

(next part)
SMILES | PRMT1 FP inh | SIAE inh | HTRA1 inhibitor | LEDGF integ inh | TCR CD3 inh | UHRF1 MBD2 ctr | PG9 binder | TDP2 absorb | DDE Tn7 FP inh | mABHD4 FP
c1ccc(-n2nnc3ccccc32)cc1 | -2.4 | -0.7 | 5.0 | 1.7 | 7.3 | -1.4 | -0.7 | -3.5 | -1.0 | -5.1
NS(=O)(=O)c1ccc(O)c(NC(=O)c2ccc([N+](=O)[O-])o2)c1 | 21.8* | 2.3 | -7.7 | -2.9 | -7.0 | 42.0* | -3.1 | -12.4 | 3.6 | -1.0
Cc1ccc(-c2nnn(CC(=O)N(CC(=O)NC3CCCCC3)c3ccccc3F)n2)o1 | -1.3 | 5.6 | -12.5 | 3.0 | 1.5 | -2.2 | -3.4 | 9.4 | -3.5 | -3.6
Cc1ccnc2nc(C(=O)OCC(=O)NC3CCCC(C)C3C)nn12 (centres undefined) | 0.2 | -1.7 | 3.8 | -6.0 | -1.6 | -2.1 | -2.1 | -9.3 | 3.1 | 2.2
CCOc1ccccc1CN1CCN(Cc2[nH]c3ccccc3c2C)CC1CCO (centres undefined) | 0.9 | -0.7 | -0.9 | 2.4 | -10.0 | 8.0 | -1.0 | -11.1 | -0.3 | -12.5
CC(/C=C/c1ccc2c(c1)OCO2)=N/NC(=O)c1ccncc1 | -5.3 | 5.0 | 0.5 | 0.1 | -8.3 | -1.6 | -8.4 | 11.7 | 2.6 | 0.2
c1ccc(CCCCc2ccncc2)cc1 | -5.2 | 1.2 | -2.6 | -0.7 | 2.8 | 1.4 | -0.3 | -1.4 | -7.5 | 3.4
Cc1nc(COC(=O)c2ccc(CO)cc2)cs1 | -2.8 | -6.8 | 11.9 | -1.2 | 1.2 | -1.1 | 0.5 | -0.7 | 5.3 | 0.6
COc1cc(OC)cc(C(=O)N2CCN(S(C)(=O)=O)CC2)c1 | -0.9 | 1.0 | 0.9 | 1.9 | -2.5 | -0.1 | 0.4 | -2.6 | 3.5 | 10.5
Cc1nn(Cc2ccc(Cl)cc2)c(C)c1NC(=O)CSc1nc2c(c(C(F)(F)F)n1)CCc1ccccc1-2 | 1.1 | -1.4 | -1.6 | 2.5 | -0.6 | 3.8 | 0.3 | 3.7 | 0.1 | 5.1
COc1ccccc1C(=O)COC(=O)C(CCSC)NC(=O)COc1ccccc1 (centres undefined) | -2.7 | 2.2 | -4.3 | -0.2 | 9.8 | -3.6 | -2.1 | 25.5* | 5.9 | -9.9
O=C(CCCCCNC(=O)N1CCn2c1nc1ccccc12)NCc1ccc(F)cc1 | 2.1 | 0.8 | 2.8 | 5.0 | 0.9 | 2.3 | 2.9 | -27.6 | 3.7 | -1.6
CCCCP(=O)(CCCC)Cc1ccccc1 | 1.4 | 2.0 | 1.4 | 1.6 | 3.9 | -3.9 | -0.5 | 2.1 | 6.1 | -0.4
Cc1cc(OC(=O)Cc2cccc3ccccc23)c([N+](=O)[O-])c(=O)[nH]1 | 1.5 | 10.0 | 7.8 | -1.0 | 6.4 | -2.7 | -1.9 | 10.2 | 1.4 | -0.4
O=C(Nc1nc(-c2nc3ccccc3s2)cs1)C1CC1 | -2.8 | -13.2 | -20.5 | 1.9 | 6.3 | -0.8 | -0.4 | -11.5 | -3.4 | -25.0
